Assay outcomes from PubChem.
FEN1 inhibitor: blocks human flap endonuclease 1 | AID 588795 | Potency, µM (series often up to 114 µM), for inactives: at the highest dose activity change, negative = inhibition, actives largely listed as inhibitors | hit rate 0.35% among 390,000 | Recombinant FEN1 flap cleavage, fluorescence, 15 min; also: nearly all actives have a fitted effect of over 65% in size
Target sequence (P39748 whole entry, looked up): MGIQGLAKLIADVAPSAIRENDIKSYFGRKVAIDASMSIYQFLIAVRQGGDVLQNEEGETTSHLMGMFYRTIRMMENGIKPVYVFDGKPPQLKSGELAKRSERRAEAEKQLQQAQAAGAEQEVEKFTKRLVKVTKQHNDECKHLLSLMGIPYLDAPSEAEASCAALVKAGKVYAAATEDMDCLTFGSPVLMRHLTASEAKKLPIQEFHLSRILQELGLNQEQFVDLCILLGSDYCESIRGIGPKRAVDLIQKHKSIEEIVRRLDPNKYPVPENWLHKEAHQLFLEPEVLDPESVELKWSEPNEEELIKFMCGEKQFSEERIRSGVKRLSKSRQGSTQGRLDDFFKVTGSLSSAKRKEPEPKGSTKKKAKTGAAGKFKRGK
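Compounds are tested as a concentration series against 10 nM FEN1; after a 15 min room-temperature preincubation, 50 nM substrate starts cleavage, with plate reads at 0 and 15 min. Normalized responses are fitted by a Hill equation.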
N370S GC mod: inhibits or activates N370S mutant glucocerebrosidase; Potency, µM (top dose mostly 59.4 µM), inactives show at the top dose activity change, negative = inhibition, usual class: inhibitors; N370S GC spleen homogenate, 4MU-glucoside fluorescence; hit rate 0.092% among 330,000; P04062;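 also: 0% = full enzyme activity and -100% = no enzyme basal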
TDP1 inh: TDP1 (human) enzyme inhibition; hit rate 0.28% among 350,000; AID 485290; recombinant TDP1, AlphaScreen DNA substrate cleavage; Potency, µM (titrated, usually from 130 µM), without a hit: at the highest dose activity change, negative = inhibition, most hits filed as inhibitors; also: nearly all actives have a fitted effect of over 40% in size
Target sequence (Q9NUW8 whole entry, looked up): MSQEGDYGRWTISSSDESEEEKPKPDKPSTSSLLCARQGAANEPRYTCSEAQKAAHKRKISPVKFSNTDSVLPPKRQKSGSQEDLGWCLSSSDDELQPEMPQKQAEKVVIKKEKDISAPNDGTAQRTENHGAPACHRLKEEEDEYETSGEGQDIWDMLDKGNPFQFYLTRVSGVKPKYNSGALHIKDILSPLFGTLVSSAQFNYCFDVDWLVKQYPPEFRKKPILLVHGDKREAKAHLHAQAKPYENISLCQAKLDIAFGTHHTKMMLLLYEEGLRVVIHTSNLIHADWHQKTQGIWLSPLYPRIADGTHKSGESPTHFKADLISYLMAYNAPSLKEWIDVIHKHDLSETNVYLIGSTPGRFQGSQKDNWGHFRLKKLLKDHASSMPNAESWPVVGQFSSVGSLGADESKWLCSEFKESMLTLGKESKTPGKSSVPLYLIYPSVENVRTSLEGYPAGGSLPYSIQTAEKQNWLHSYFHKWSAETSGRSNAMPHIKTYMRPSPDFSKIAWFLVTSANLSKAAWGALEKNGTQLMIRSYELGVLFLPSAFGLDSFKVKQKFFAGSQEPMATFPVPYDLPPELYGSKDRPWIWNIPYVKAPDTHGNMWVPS
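Tdp1 1 nM final; 15 min RT w/ cpd; substrate 15 nM, 5 min; beads 10 ug/ml, 10 min; AlphaScreen read. Neg ctrl: no enzyme.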
* marks the source's active call; other numbers are inactive results; u = inconclusive; x = not tested or not shown; & = joins results of further samples; [ ] = dose if it differs, or a comment. Calls follow the shape of the dose curve; as a rule, active = well fitted curve in the direction sought with a large enough effect; inconclusive = small, poorly fitted or top-dose-only effect, or another doubt; inactive = no such curve, though single readings can be large; an effect the other way counts as inactive or inconclusive. Unless noted, % is scaled to controls: 0 for no effect and ±100 for the full control effect; potency is read from the fitted curve at half-maximal effect. Compounds were not picked by outcome, and some 0.53% of all compounds hit somewhere here.

Each structure is followed by: FEN1 inhibitor	N370S GC mod	TDP1 inh
> COc1ccc(-c2cc(C(F)(F)F)nc(SCC(=O)N3CCC(C)CC3)n2)cc1
 : -15%	x	-3%
> COc1ccc(C)cc1NC(=O)C(OC(=O)CNC(=O)c1cc(C)cc(C)c1)c1ccccc1 (stereo not given)
 : -14%	9%	3%
> O=C(c1ccccc1)[C@@H]1[C@@H]2C(=O)N(c3ccc(F)cc3)C(=O)[C@@H]2C2CCCN21 (stereo not given in full)
 : -19%	-6%	8%
> CCN(C(=O)COC(=O)c1cnc(C)cn1)C1CCS(=O)(=O)C1 (stereo not given)
 : -2%	-1%	x
> O=C1CS/C(=N\NC(=O)c2ccccc2)N1
 : 2%	24%	5%
> CCN1CCN(CC(=O)Nc2cc3c(cc2C(C)=O)OCO3)CC1
 : -1%	0%	-9%
> CC(=O)NS(=O)(=O)c1ccc(NC(=O)CSc2ccc(Cl)cc2)cc1
 : -7%	1%	2%
> CCCC1=[N+](CC(=O)c2ccc(Br)cc2)CCn2cccc21
 : 7%	3%	x
> COc1cccc(C(=O)Nc2ccc(S(=O)(=O)Nc3cc(C)nc(C)n3)cc2)c1
 : 22%	-10%	6%
> COc1ccc(CCC(=O)Nc2nccs2)cc1OC
 : 10%	-16%	x
> Cc1ccc(-c2cc3nc(-c4ccc(Br)cc4)cc(N)n3n2)cc1
 : -13%	3%	2%
> CCN(c1cccc(C)c1)S(=O)(=O)c1c(C)nc2sc(C)cn2c1=O
 : -8%	x	0%
> O=C(COC(=O)c1ccco1)NCC1CCCO1 (stereo not given)
 : -1%	17%	-6%
> O=C(CSc1nnc(-c2ccco2)o1)N1c2ccccc2CCc2ccccc21
 : 2%	7%	11%
> Cc1noc(C)c1C(=O)OC(C)C(=O)Nc1ccc2c(c1)OCO2 (stereo not given)
 : -12%	x	0%
> O=C(Nc1cc(=O)[nH]c2ncnn12)c1ccc(Cl)cc1Cl
 : 2%	4%	6%
> Cc1ccc(-n2ccnc(SCC(=O)NC3CCCCC3)c2=O)cc1F
 : 8%	2%	-1%
> CCOC(=O)C1CCN(Cc2ccc(N(C)C)cc2)CC1
 : 6%	2%	3%
> O=C(Cc1csc(NC(=O)Nc2ccc(Cl)cc2)n1)NC1CCCC1
 : -7%	-9%	0%
> CC1CCN(S(=O)(=O)c2ccc3c(c2)c(=O)c(C(=O)NCCc2ccccc2)cn3C)CC1
 : 4%	x	0%
> Cc1nnc(Sc2cc(C(=O)NCCCOC(C)C)c3ccccc3n2)s1
 : -2%	6%	6%
> NN1C(=O)c2cccc3c(C(=O)O)ccc(c23)C1=O
 : 4%	0%	5%
> CCOC(=O)N1CCN(CC(O)COc2ccccc2C(C)CC)CC1 (stereo not given)
 : -5%	3%	2%
> CCN(CC)S(=O)(=O)c1ccc(C(=O)Nc2ccc3c(c2)OCO3)cc1
 : 5%	-8%	3%
> Cc1ccc(S(=O)(=O)N2CCCC2CNC(=O)C(=O)NC2CC2)cc1 (stereo not given)
 : 8%	-1%	4%
> CC(=C1C(=O)c2ccccc2C1=O)N1CCc2ccccc2C1
 : -8%	-16%	0%
> Cc1ccc2c(c1)N(Cc1ccncc1)C(=O)C(C)O2 (stereo not given)
 : -7%	-5%	8%
> NS(=O)(=O)c1ccc(CNC(=O)/C=C/c2ccc(S(=O)(=O)N3CCOCC3)cc2)cc1
 : 16%	-1%	x
> CCOC(=O)[C@H]1NN=C(C(=O)OC)[C@@H]1c1ccccc1
 : 10%	18%	3%
> CS(=O)(=O)c1ccc(-c2nc(-c3ccc(F)cc3)c(-c3ccncc3)[nH]2)cc1
 : x	-2%	13%

Quoted at random: 2 compounds from above.
Each structure is followed by: FEN1 inhibitor	N370S GC mod	TDP1 inh
> O=C(Nc1cc(=O)[nH]c2ncnn12)c1ccc(Cl)cc1Cl
 : 2%	4%	6%
> O=C(COC(=O)c1ccco1)NCC1CCCO1 (stereo not given)
 : -1%	17%	-6%

Going on with the list.
Each structure is followed by: FEN1 inhibitor	N370S GC mod	TDP1 inh
> CS(=O)(=O)Nc1ccc(C(=O)N2CCCC2)cc1
 : 3%	5%	2%
> CCCn1c(C)nc2c(NCc3ccccc3)nc(C)nc21
 : x	-9%	6%
> N#CC1=C(N)n2c(s/c(=C\c3ccco3)c2=O)=C(C#N)C1c1ccco1 (stereo not given)
 : 45µM*	-6%	u
> COc1ccc(CC(=O)N2CCCC(CNC(=O)c3ccccc3Cl)C2)cc1 (stereo not given)
 : 3%	0%	2%
> CCCCOc1ccccc1C1C(C(=O)OC)=CN(CC)C=C1C(=O)OC
 : -16%	u	u
> O=C(CCC(=O)Nc1ccccc1)NNC(=O)C(c1ccccc1)c1ccccc1
 : 2%	0%	2%
> COc1cccc(/C=C2\SC(=S)N(C(Cc3ccccc3)C(=O)O)C2=O)c1 (stereo not given)
 : 8%	4%	4%
> CCc1ccc(NS(=O)(=O)c2ccc3[nH]c(=O)[nH]c3c2)cc1
 : 14%	-28%	0%
> CC(C)(C)c1ccc(C(=O)CCCSC2=C(C#N)C(c3ccco3)C3=C(CCCC3=O)N2)cc1 (stereo not given)
 : -22%	0%	3%
> N#CC(=C1CCCC1)c1nc(-c2ccc(Cl)cc2)cs1
 : -5%	7%	1%
> CC(=O)[C@H]1[C@H](c2cccc(Cl)c2)C(C#N)(C#N)[C@@H]2c3ccccc3C=CN21
 : x	-12%	5%
> O=C(CN1CCOCC1)NCCC12CC3CC(CC(C3)C1)C2
 : 2%	7%	6%
> Cc1ccc2nc(Cl)c(/C=N/NC(=O)c3ccccc3O)cc2c1
 : -11%	-8%	-2%
> COc1ccccc1CC(NC(C)=O)C(=O)NC1CCN(C(=O)Nc2ccccc2F)CC1 (stereo not given)
 : 0%	-4%	x
> COc1ccc(OC)c(/C=N/NC(=O)c2cc3c(OC)cccc3[nH]2)c1
 : -33%	u	x
> O=C(Nc1cccc(S(=O)(=O)NC2=NCCC2)c1)c1ccccc1OC(F)F
 : 5%	2%	x
> O=C1C(c2ccncc2)=C(O)c2ccccc21
 : 1%	-3%	-3%
> C=Cc1ccc(CN2C(=O)N(c3ccc(CC)cc3)S(=O)(=O)c3ccccc32)cc1
 : 4%	x	-7%
> CNS(=O)(=O)c1cccc(C(=O)OCC(=O)Nc2ccc(OC)cc2[N+](=O)[O-])c1
 : -18%	2%	-2%
> Cn1c(O)c(C(C#N)=C2N=c3ccccc3=N2)c2ccccc21
 : -7%	6%	4%
> CCc1ccc(C(=O)COC(=O)C2=NN(c3ccccc3)C(=O)CC2)cc1
 : 10%	x	-3%
> CCN1CCN(Cc2ccc(C(=O)Nc3ccc(C)c(NCc4cnc(NC(=O)OC)cn4)c3)cc2C(F)(F)F)CC1
 : -5%	-4%	x
> NC(=O)CN1CCN(S(=O)(=O)c2ccc(Br)cc2)CC1
 : 8%	5%	5%
> O=[N+]([O-])c1cc(Cl)c2cccnc2c1O
 : -20%	-6%	8%
> COc1ccc(C(=O)c2ccc([N+](=O)[O-])cc2)cc1S(=O)(=O)N1CCC(C(=O)O)CC1
 : 3%	1%	8%
> CN1C(=O)Cn2c1nc1ccccc12
 : 1%	4%	2%
> Cc1nn(C)cc1CN(C)C(=O)c1nn2c(c1Br)NC(c1cccs1)CC2C(F)(F)F (stereo not given)
 : 17%	1%	-3%
> COc1cc(C(=O)Nc2ccc(-c3nnc(-c4ccco4)o3)cc2)cc(OC)c1OC
 : -1%	4%	4%
> Cc1c(NC(=O)c2cc(-n3cnnc3)ccc2Cl)cccc1-c1nc2ccccc2o1
 : -3%	11%	-8%
> COc1ccc(CNC(=O)c2ccc(C)cc2)cc1
 : -5%	-2%	0%

Results in N370S GC mod and FEN1 inhibitor, for 4 of the compounds above:
structure,N370S GC mod,FEN1 inhibitor
CCCn1c(C)nc2c(NCc3ccccc3)nc(C)nc21,-9%,x
N#CC1=C(N)n2c(s/c(=C\c3ccco3)c2=O)=C(C#N)C1c1ccco1 (stereo not given),-6%,45µM*
COc1ccc(CC(=O)N2CCCC(CNC(=O)c3ccccc3Cl)C2)cc1 (stereo not given),0%,3%
CCCCOc1ccccc1C1C(C(=O)OC)=CN(CC)C=C1C(=O)OC,u,-16%

Some values from the list:
N370S GC mod result of NN1C(=O)c2cccc3c(C(=O)O)ccc(c23)C1=O stands at 0%
TDP1 inh result of CNS(=O)(=O)c1cccc(C(=O)OCC(=O)Nc2ccc(OC)cc2[N+](=O)[O-])c1 stands at -2%
N370S GC mod result of CCCn1c(C)nc2c(NCc3ccccc3)nc(C)nc21 stands at -9%
TDP1 inh result of COc1ccc(-c2cc(C(F)(F)F)nc(SCC(=O)N3CCC(C)CC3)n2)cc1 stands at -3%

Other results
Each structure is followed by: FEN1 inhibitor	N370S GC mod	TDP1 inh
> O=C(O)c1cc(S(=O)(=O)N2CCCCC2)ccc1N1CCOCC1
 : 2%	x	-5%
> COC(=O)C1=NN(C(=O)c2cccc(Br)c2)C(O)(c2ccc(Cl)cc2)C1 (stereo not given)
 : u	2%	12%
> O=C(N/N=C/c1cccc([N+](=O)[O-])c1)c1ccccc1-n1cccc1
 : -4%	14%	3%
> O=C(/C=C/c1ccc([N+](=O)[O-])cc1)c1cccs1
 : -5%	2%	-5%
> O=C(CSc1nnnn1C1CC2C=CC1C2)Nc1ccc(C(=O)O)cc1 (stereo not given)
 : 11%	-4%	-5%
> COC(=O)CNC(c1ccccc1)c1cc(Br)ccc1NC(C)=O (stereo not given)
 : 9%	-5%	0%
> COCCCNC(=O)CCc1nc(-c2ccccc2)no1
 : -2%	3%	5%
> CCC(NC(=O)c1ccccc1NC(=O)c1ccccc1)C(=O)OC (stereo not given)
 : -1%	8%	4%
> O=C(NCCS(=O)(=O)NCCc1ccccc1)c1ccccc1
 : 4%	2%	-14%[0.505 µM]
> O=C(NCC1COc2ccccc2O1)C1(c2ccccc2)CCCC1 (stereo not given)
 : 12%	10%	3%
> Cc1ccccc1NC(=S)N(CCN1CCCCCC1)Cc1cccs1
 : 7%	-4%	3%
> COc1ccc(NC(=O)CN(C)C(=O)CN2C(=O)NC3(CCCCC3)C2=O)cc1
 : 9%	x	0%
> CCN(Cc1ccccc1)C(=O)c1ccc(SC)cc1OC
 : 5%	-8%	4%
> Cc1ccc(NC(=O)CN2C(=O)NC(C)(c3ccccc3)C2=O)c(C)c1 (stereo not given)
 : 0%	-1%	x
> CS(=O)(=O)c1ccc(C(=O)OC2CCOC2=O)cc1[N+](=O)[O-] (stereo not given)
 : -10%	-11%	x
> C/C(=C\c1ccccc1)C(=O)c1c(C)cc(C)[nH]c1=O
 : -2%	-6%	-3%
> C#CCOCCOCCOCCNc1nc(N2CCN(C(=O)[C@H]([C@@H](C)CC)n3cc([C@@H](N)CO)nn3)CC2)nc(N2CCN(C(=O)[C@H](CCCCN)n3cc([C@@H](N)C(C)CC)nn3)CC2)n1 (stereo not given in full)
 : -2%	18%	4%
> COc1ccc(C)cc1NC(=O)CN1C(=O)COc2ccc(S(=O)(=O)N3CCCCCC3)cc21
 : 1%&-2%	-4%	1%&0%
> Cc1cc(NC(=O)CCC(=O)N(CC(=O)NC2CCCC2)Cc2ccccc2Cl)no1
 : 0%	6%	1%
> COc1cccc(N2CCN(C(=O)c3ccc4ccccc4c3)CC2)c1
 : -9%	3%	5%[0.505 µM]
> Cc1ccccc1NS(=O)(=O)c1ccc(C(=O)N2CCN(c3ccccc3O)CC2)cc1
 : -1%	-15%	3%
> O=C(Nc1ccc2nc(SCC(=O)N3CCOCC3)sc2c1)c1cccc(F)c1
 : -5%	x	5%
> CCCCC/C=C\C\C=C/C=C/C=C/[C@@H](O)[C@@H](O)CCCC(=O)O
 : x	-1%	6%
> [N-]=[N+]=NCC/C=C\C1NS(=O)(=O)OCC1O (stereo not given)
 : -6%	-1%	x
> Cn1c(=O)c2c(nc(SCc3cccnc3)n2Cc2ccccc2)n(C)c1=O
 : -4%	7%	6%
> CCN(CC)S(=O)(=O)c1ccc(C(=O)OCC(=O)c2ccc3c(c2)NC(=O)CO3)cc1
 : -16%	0%	8%
> COc1ccccc1N(CC(=O)NCCN1CCOCC1)S(=O)(=O)c1ccc(C)cc1
 : 5%	-28%	5%
> O=C(CCCN1C(=O)/C(=C/c2cccs2)SC1=S)NNC(=O)c1ccccc1O
 : -3%	-13%	-9%
> O=C(NCN1C(=O)C2C3C=CC(C3)C2C1=O)Nc1ccccn1 (stereo not given)
 : 8%	6%	5%
> COc1cccc(CN2CC(C(=O)N(C)CCc3ccccc3)CCC2=O)c1 (stereo not given)
 : 20%	-2%	3%
> O=C(O)C1Nc2c(C(=O)N3CCOCC3)cccc2C2C=CCC12 (stereo not given)
 : u	-1%	x
> Cc1ccccc1C(=O)N(Cc1ccc(N(C)C)cc1)Cc1ccco1
 : 5%	x	11%
> O=C(CN1CCCCC1)N1CCCc2c1c(=O)oc1ccc(OCc3ccccc3)cc21
 : -19%	-34%	5%
> COc1ccccc1C(=O)Nn1c(-c2cccs2)nc2ccccc2c1=O
 : 1%	5%	-1%
> O=C(NC1CCCCC1)C(c1ccco1)N(C(=O)c1csnn1)C1CCCC1 (stereo not given)
 : 2%	10%	-5%
